Screening results: PubChem, National Center for Advancing Translational Sciences (NCATS)
3T3 cytotox = kills NIH 3T3 cells. NIH 3T3 viability, CellTiter-Glo ATP luminescence, 48-72 h. actives 4.3% (n = 94,000). Potency, µM (titrated, usually from 96.7 µM), without a hit: at the highest dose activity change, negative = cytotoxicity, hits mostly inhibitors; note: potency is the fitted concentration of half-maximal effect; nearly all actives have a fitted effect of over 55% in size
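Mouse fibroblast NIH 3T3 cells, 400 per well, received compound via pintool and were incubated for 48 or 72 hr prior to CellTiter-Glo ATP luminescence measurement.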
IP6K1 inh = inhibitors of human IP6K1. Q92551. IP6K1 kinase, ADP-Glo luminescence, 2 h; active compounds read low. activity change, % (series mostly up to about 58 µM). actives 0.81% (n = 140,000). AID 1645851; in the data active = activity change below about -25%
Target sequence (Q92551 whole entry, looked up): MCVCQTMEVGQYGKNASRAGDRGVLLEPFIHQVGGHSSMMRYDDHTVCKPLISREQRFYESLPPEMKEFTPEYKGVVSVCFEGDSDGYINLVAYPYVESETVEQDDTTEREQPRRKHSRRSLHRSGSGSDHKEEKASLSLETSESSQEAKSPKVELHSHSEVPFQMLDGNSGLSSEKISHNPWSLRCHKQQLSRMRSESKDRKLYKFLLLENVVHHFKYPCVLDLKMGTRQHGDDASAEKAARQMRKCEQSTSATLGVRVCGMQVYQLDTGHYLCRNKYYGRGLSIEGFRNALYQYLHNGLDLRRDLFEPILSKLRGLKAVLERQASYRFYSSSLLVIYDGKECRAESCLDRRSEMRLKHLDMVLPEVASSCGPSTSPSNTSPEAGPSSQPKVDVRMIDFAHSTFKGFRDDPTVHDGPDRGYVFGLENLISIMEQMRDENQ
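ADP-Glo luminescence measures ADP made by human IP6K1 during a 2 h RT reaction with ATP/IP6 (mix at 1.3 mM/130 uM); top library doses 57.5 and 19.1 uM final.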
SNCA expr inhib = SNCA gene expression inhibition; HEK-293 SNCA-luciferase knock-in, luminescence, 24 h; Potency, µM (titrated, usually from 57.2 µM), without a hit: top-dose activity change, negative = inhibition, hits mostly inhibitors; actives 0.17% (n = 140,000); AID 1671194;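 note: potency is the fitted concentration of half-maximal effect; plate controls were DMSO cells for no effect and cell-free wells for full effect; nearly all actives have a fitted effect of over 45% in size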
Luciferase inh = blocks purified firefly luciferase enzyme activity. purified P. pyralis luciferase, luminescence, biochemical. Potency, µM (series often up to 115 µM), for inactives: at the highest dose activity change, negative = inhibition, most hits filed as inhibitors. actives 2.5% (n = 76,000); note: potency is the fitted concentration of half-maximal effect; nearly all actives have a fitted effect of over 65% in size
Target sequence (P08659 whole entry, looked up): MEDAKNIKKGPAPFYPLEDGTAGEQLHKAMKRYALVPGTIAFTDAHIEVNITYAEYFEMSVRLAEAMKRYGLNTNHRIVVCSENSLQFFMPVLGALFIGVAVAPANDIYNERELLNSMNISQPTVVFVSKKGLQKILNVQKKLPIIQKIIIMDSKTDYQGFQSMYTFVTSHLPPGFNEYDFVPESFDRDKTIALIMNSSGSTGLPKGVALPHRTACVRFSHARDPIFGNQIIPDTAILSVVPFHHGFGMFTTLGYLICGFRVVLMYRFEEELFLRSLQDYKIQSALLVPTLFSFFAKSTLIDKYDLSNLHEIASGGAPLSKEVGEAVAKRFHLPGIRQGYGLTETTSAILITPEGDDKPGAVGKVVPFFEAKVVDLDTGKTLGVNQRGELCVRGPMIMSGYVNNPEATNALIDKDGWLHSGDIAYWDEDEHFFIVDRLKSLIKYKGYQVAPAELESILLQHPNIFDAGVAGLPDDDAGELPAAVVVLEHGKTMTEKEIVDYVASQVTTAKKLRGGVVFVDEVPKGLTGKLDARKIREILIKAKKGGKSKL
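Inhibitors were tested against purified firefly luciferase in a biochemical, low-substrate format (both substrates at 10uM) and luminescence measured with a CCD imager.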
HEK cytotox = HEK 293 cell cytotoxicity; actives 6.6% (n = 94,000); Potency, µM (top dose mostly 115 µM), for inactives: top-dose activity change, negative = cytotoxicity, actives largely listed as inhibitors; HEK 293 viability, ATP luminescence (CellTiter-Glo), 48-72 h; note: potency is the fitted concentration of half-maximal effect; nearly all actives have a fitted effect of over 60% in size
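250 HEK 293 cells/well; compound by pintool; incubated 48 or 72 hr at 37 degree Celsius; CellTiter-Glo added, 10 min RT, luminescence imaged.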
GPT2 inhibitor = GPT2 alanine aminotransferase inhibition; Recombinant GPT2, coupled pyruvate oxidase/HRP Amplex Red fluorescence; AID 1671188; Potency, µM (titrated, usually from 57.7 µM), for inactives: top-dose activity change, negative = inhibition, hits mostly inhibitors; actives 0.25% (n = 100,000); note: potency is the fitted concentration of half-maximal effect; nearly all actives have a fitted effect of over 60% in size; many of its hits are not listed in these tables
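Fluorescence read-out: pyruvate from GPT2 turnover coupled to pyruvate oxidase, HRP and Amplex Red (0.2mM ThPP, 0.2U/mL PO and HRP, 50uM Amplex final). Substrates 250uM a-KG, 2mM L-alanine; enzyme 10ng/uL; 30 min RT.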
HEK293 viab = reduces viability of HEK-293 SNCA reporter cells | HEK-293-SNCA-luc viability, GF-AFC fluorescence, 24 h | Potency, µM (series often up to 57.1 µM), without a hit: top-dose activity change, negative = cytotoxicity, usual class: cytotoxic | actives 0.12% (n = 150,000) | AID 1671193;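 note: potency is the fitted concentration of half-maximal effect; 0% = DMSO-treated cells and -100% = medium-only wells without cells; nearly all actives have a fitted effect of over 30% in size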
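HEK-293-SNCA-luc cells (1500/well) plated 24 h, then exposed 24 h to a dilution series; GF-AFC added 30 min at 37C, fluorescence 405/540 nm; normalised to medium-only and DMSO wells, Hill fit.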
An asterisk follows results filed as active; i = inactive; ? = inconclusive; nt = no result given; [ ] = remark or other dose. Unless noted, calls come from the whole dose curve; as a rule, active = well fitted curve in the direction sought with a large enough effect; inconclusive = small, poorly fitted or top-dose-only effect, or another doubt; inactive = no such curve, though single readings can be large; an effect the other way counts as inactive or inconclusive. Unless noted, % is set by controls: 0 for no effect and ±100 for the full control effect. These rows are one share of the data; count on the stated rates, not on these rows.

canonical_smiles	3T3 cytotox	IP6K1 inh	SNCA expr inhib	Luciferase inh	HEK cytotox	GPT2 inhibitor	HEK293 viab
Cc1ccc2c(CC(=O)NCc3ccccc3)coc2c1C	nt	-10	?	nt	nt	nt	-7%
O=C(Nc1ccc(Cl)cc1)N1CCc2nc(C3CC3)nc(-c3ccc(Cl)cc3)c2C1	?	1	?	-8%	28µM*	i	-15%
O=C(CCc1conc1-c1cccc(F)c1)NCc1ccccc1Cl	?	29	?	-19%	?	-3%	10%
CSc1ccc(-c2cccc(CN3CCC(NC(=O)C(C)C)CC3)c2)cc1	-21%	-3	nt	nt	-26%	nt	nt
CSc1ncc(C(=O)NCc2ccccc2Cl)c(C(F)(F)F)n1	nt	-21	3%	nt	nt	nt	7%
COc1ccccc1Nc1ccnc(N2CCCC(C(=O)NCc3cccc(Cl)c3)C2)n1 (stereo not drawn)	13µM*	5	-13%	nt	?	i	-1%[12.5 µM]
CC1(C)[C@H](Cc2cc(CCO)on2)C[C@@H]1NCc1ccccc1F	-4%[138 µM]	2	-4%[87.6 µM]	13%[172 µM]	-4%[172 µM]	-6%[88.5 µM]	2%[87.6 µM]
O=C(CCC1CCCC1)N1CC(c2nnc(-c3ccncc3)o2)C2(CCOCC2)C1 (stereo not drawn)	-39%	3	9%	-14%	?	3%	-10%
CCOC(=O)c1c(C)oc2ccc(N(C(=O)c3ccncc3)S(=O)(=O)c3ccc(CC)cc3)cc12	nt	4	?	nt	nt	nt	-26%
COc1cccc(NC(=O)Cn2c(-c3ccccc3)nc(C)c(CCO)c2=O)c1	?	2	?	-11%	?	1%	-1%
Cc1ccc(NC(=O)Cn2cnc3c(oc4ccccc43)c2=O)cc1Cl	nt	8	-6%	nt	nt	nt	-4%
CCN1C(=O)CCN(C(=O)c2ccc3[nH]ccc3c2)CC12CCOCC2	2%	-12	-12%	1%	2%	-3%	4%
COCCC1(CO)CCCN(CC(N)=O)C1 (stereo not drawn)	-2%	-15	7%	0%	-10%	i	-8%
COc1cccc(CN2Cc3nc(-c4cccc(O)c4)ccc3OCC2=O)c1	?	-7	3%[87.6 µM]	0%[172 µM]	100µM*	-9%[88.5 µM]	-3%[87.6 µM]
CCCCNC(=O)CSc1c2c(nc3ccc(Cl)cc13)CCCC2	nt	-1	-29%	nt	nt	nt	-16%
COc1ccc(-c2nc(CSCC(=O)NCCC(C)C)c(C)o2)cc1OC	nt	16	32%[activator]	nt	nt	nt	-21%
CCc1ccc(NC(=O)CN2C(=O)NC3(CCOCC3)C2=O)cc1	-1%	34	6%	1%	6%	0%	7%
CC(C)CN1C(=O)COC[C@@H]1[C@H](O)c1ccc(NC(=O)CC(C)(C)C)cc1	-8%[138 µM]	-8	4%[87.6 µM]	11%[172 µM]	-11%[172 µM]	-9%[88.5 µM]	-5%[87.6 µM]
NC(=O)C1CCN(CC[C@H]2CN(C(=O)NC3CCCCC3)CC[C@H]2CC(=O)O)CC1	-5%[138 µM]	15	5%[87.6 µM]	-12%[172 µM]	-10%[172 µM]	i	2%[87.6 µM]
Cc1cccc(CN2C(=O)c3ccccc3S(=O)(=O)c3ccc(C(=O)NCCC4=CCCCC4)cc32)c1	nt	19	14%	nt	nt	nt	0%
CCc1cc(NCC(O)CN2CCCC2)ncn1 (stereo not drawn)	i	11	-16%	-7%	-1%	-4%	-2%
O=C(NCc1ccco1)C1c2ccccc2C(=O)N(Cc2ccccc2)C12CCCC2 (stereo not drawn)	?	4	-12%	10%	?	i	-14%
C[S+](=O)([O-])N1CC2(Cc3ccccc31)CN(C(=O)c1ccc(Cl)nc1)C2	-5%	-10	-10%	-5%	-17%	-10%	-14%
O=C1NCCOCCCN(C(=O)C2CCCC2)[C@H]2CCCC[C@@H]12	?	0	10%	-15%	?	2%	-8%
CC(C)c1noc([C@@H]2Cc3nc[nH]c3CN2C(=O)CC(C)(C)CC(=O)O)n1	0%[174 µM]	0	4%[87.6 µM]	-2%[172 µM]	-9%[172 µM]	-3%[88.5 µM]	3%[87.6 µM]

The list goes on.
canonical_smiles	3T3 cytotox	IP6K1 inh	SNCA expr inhib	Luciferase inh	HEK cytotox	GPT2 inhibitor	HEK293 viab
CCc1nc2c(c(-c3ccc(O)cc3)n1)CCN(Cc1ccc(F)cc1)CC2	?	2	10%	11%	?	i	-3%
O=C(Nc1cccc(Cl)c1Cl)c1cc(S(=O)(=O)N2CCCc3ccccc32)ccc1F	nt	-2	-5%	nt	nt	nt	1%
Cc1cc(C)n(CC(=O)N[C@@H]2CN(S(C)(=O)=O)C[C@H]2CN(C)C)n1	-28%	0	3%	-12%	-3%	i	0%
COCC1CN(C)CC12CCN(Cc1sccc1C)CC2 (stereo not drawn)	-26%	-5	7%	3%	?	i	-23%
O=C1NC2(CCCN(Cc3ccc(F)cc3)C2)COc2ccccc21 (stereo not drawn)	?	38	2%	-4%	?	1%	0%
CN1CCC(OC2CCN(C(=O)c3cc(F)cc(F)c3)CC2)CC1	-9%	11	-13%	4%	-6%	-1%	13%
CCCS(=O)(=O)NC[C@H]1O[C@H](Cc2cc(COC)on2)CC[C@@H]1O	-6%[174 µM]	-3	-22%[87.6 µM]	-5%[172 µM]	3%[172 µM]	i	1%[87.6 µM]
c1cc(Cn2ccc3c(N4CCOCC4)nc(-c4ccc5cn[nH]c5c4)cc32)ccn1	25µM*	-6	-23%[87.6 µM]	-8%[172 µM]	40µM*	i	0%[87.6 µM]
COCCN1CCCC1c1nc(C2CN(C(=O)NCc3ccco3)C2)no1 (stereo not drawn)	-3%	27	?	2%	?	4%	2%[12.5 µM]
Cc1ccc(CNC(=O)C(C)n2nc(C)c3sc4ccccc4c3c2=O)cc1 (stereo not drawn)	nt	5	-1%	nt	nt	nt	?
O=C(NC1CCCCCC1)C1CCc2nnc(-c3ccc(F)cc3)n21 (stereo not drawn)	-24%	25	-5%	nt	-19%	2%	-5%
O=C(Nc1ccc(N2CCOCC2)cc1)C1(CCO)CCN(Cc2ccccc2)C1 (stereo not drawn)	2%	11	24%	-4%	i	?	15%
Cc1ccn2c(Nc3ccccc3C)c(-c3ccc(N4CCOCC4)cc3)nc2c1	nt	-8	?	nt	nt	nt	?
Cn1ccnc1C(=O)N1CCCn2ccnc2C1c1ccccc1 (stereo not drawn)	0%	7	0%	2%	i	-8%	-2%
CCOC(=O)[C@H]1[C@@H](O)C(=O)NC12CCN(C(=O)c1csc(-c3cccs3)n1)CC2	?	14	nt	nt	-31%	nt	nt
COc1cccc2c1cc1c(=O)n(CC(=O)NCc3ccc(N(C)C)cc3)nc(C)n12	nt	-12	16%	nt	nt	nt	-2%
O=C(c1cccnc1N1CC2CC(C1)[C@H]1CCCC(=O)N1C2)N1CCN(c2ccc(Cl)cc2)CC1 (stereo partly drawn)	-6%	28	-16%	1%	?	2%	3%
Cc1cccc(-c2nc3ccccc3n2Cc2ccccc2)c1	nt	16	12%	nt	nt	nt	9%
NC(=O)CSc1oc(-c2cccs2)nc1S(=O)(=O)c1ccc(Br)cc1	nt	10	29%	nt	nt	nt	9%
Cc1cccc(C(=O)N2C[C@@H](CO)[C@H](c3ccccn3)C2)n1	i	5	?	-1%	1%	?	3%
CC(C)(C)c1nnc2ccc(C(=O)NCC3CC3)cn12	-13%[138 µM]	0	34%[activator][87.6 µM]	nt	i	i	6%[87.6 µM]
CC(C)COc1cc(=O)n2c(c1C(=O)N1CCC(N3CCCCC3)CC1)CCCCC2	i	-2	57%[activator]	-10%	-3%	i	-4%
O=C1NCCN2CC3(CCN(C(=O)Nc4ccccc4)CC3)CC12 (stereo not drawn)	-21%	5	-6%	4%	2%	0%	-7%
O=C(c1ccc2c(c1)OCO2)N1CCC2(CC1)N(Cc1ccccc1)C(=O)CS2(=O)=O	-21%	17	13%	nt	1%	i	1%
O=C(C1CCC1)N1CCN(C2CCN(Cc3cccnc3)C2=O)CC1 (stereo not drawn)	3%	13	-20%	-1%	?	i	-5%

Overlap with the part before: three entries, then new ones.
canonical_smiles	3T3 cytotox	IP6K1 inh	SNCA expr inhib	Luciferase inh	HEK cytotox	GPT2 inhibitor	HEK293 viab
O=C1NCCN2CC3(CCN(C(=O)Nc4ccccc4)CC3)CC12 (stereo not drawn)	-21%	5	-6%	4%	2%	0%	-7%
O=C(c1ccc2c(c1)OCO2)N1CCC2(CC1)N(Cc1ccccc1)C(=O)CS2(=O)=O	-21%	17	13%	nt	1%	i	1%
O=C(C1CCC1)N1CCN(C2CCN(Cc3cccnc3)C2=O)CC1 (stereo not drawn)	3%	13	-20%	-1%	?	i	-5%
O=C(Cc1cccs1)N1CCC(c2noc(-c3cccnc3)n2)C1 (stereo not drawn)	-1%	7	?	-1%	1%	-1%	-5%
COc1ccccc1CCC(=O)Nc1cccc(-c2nnc3n2CCCC3)c1	-22%	-3	-19%	4%	?	?	2%
Cc1ccc(NC(=O)C2CC(=O)Nc3ncnn32)cc1C (stereo not drawn)	i	-8	?	-1%	4%	i	1%
O=C(CN1C(=O)COc2ccc(S(=O)(=O)N3CCOCC3)cc21)N1CCN(c2cccc(C(F)(F)F)c2)CC1	nt	0	-8%	nt	nt	nt	-5%
COc1ccc(Nc2ccnc(N3CCC(N[S+](=O)([O-])c4cccs4)CC3)n2)cc1	35µM*	7	6%	nt	25µM*	i	?
O=C(Nc1ccccc1)N1CCC(N2C(=O)C(OCC3CC3)C23CCCCC3)CC1 (stereo not drawn)	?	-3	-2%	-1%	?	i	-18%
CNC(=O)CN(C)C(=O)c1coc(COc2ccc3ccc(OC)cc3c2)n1	-20%	0	-24%	?	?	-14%	-5%
CCCCc1nn(CC(=O)NCc2c(F)ccc(OC)c2F)c(=O)n1CC	-2%	4	19%	-6%	-20%	1%	1%
Cc1nn(C)c2nc(NCCC(=O)N3CCCC3)sc12	-5%	15	1%	-3%	i	?	6%
Cc1cc(CNC(=O)[C@@H]2CCC[C@@H](NCc3ccc(C(F)(F)F)cc3)CN(C)C(=O)C2)no1	-1%	-10	18%	-6%	-8%	1%	5%
COc1ccc(CCNC(=O)c2cc(-c3ccccc3F)nc3c2cnn3C)cc1	?	-1	nt	nt	35µM*	nt	nt

Exported field by field: entries from further up
compound: c1cc(Cn2ccc3c(N4CCOCC4)nc(-c4ccc5cn[nH]c5c4)cc32)ccn1
  3T3 cytotox: 25µM*	IP6K1 inh: -6	SNCA expr inhib: -23%[87.6 µM]	Luciferase inh: -8%[172 µM]	HEK cytotox: 40µM*	GPT2 inhibitor: i	HEK293 viab: 0%[87.6 µM]
compound: COCCN1CCCC1c1nc(C2CN(C(=O)NCc3ccco3)C2)no1 (stereo not drawn)
  3T3 cytotox: -3%	IP6K1 inh: 27	SNCA expr inhib: ?	Luciferase inh: 2%	HEK cytotox: ?	GPT2 inhibitor: 4%	HEK293 viab: 2%[12.5 µM]
